# PAD4 FP inh: blocks human protein arginine deiminase 4. Q9UM07. recombinant PAD4, RCA probe fluorescence polarization. inhibition, % at 6.36 µM. hit rate 0.41% among 330,000;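 active = percent inhibition above a cutoff equal to the mean of all tested compounds plus 3 SD, cut at about 15% in these data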;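 also: 0% = PAD4 with RCA probe and DMSO and 100% = probe without PAD4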
# PAFAH1B2 inh: PAFAH1B2 (human) inhibition; hit rate 1.2% among 340,000; recombinant PAFAH1B2, FP-rhodamine activity probe, fluorescence polarization; AID 492953; inhibition, % at 3.39 µM; P68402;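 active = inhibition above the mean of all tested compounds plus 3 SD, cut at about 24% in these data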;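 also: 0% = enzyme with DMSO and 100% = wells lacking PAFAH1B2; many of its hits are not listed in these tables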
# GSTO1 counter: GSTO1 inhibition, counter-screen for RBBP9 inhibitors; AID 1974; recombinant GSTO1, activity-based probe fluorescence polarization; inhibition, % at 5.96 µM; hit rate 1.1% among 300,000;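 active = inhibition above the campaign mean inhibition plus 3 SD, cut at about 35% in these data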;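 also: 0% = GSTO1-1 with DMSO and 100% = wells lacking GSTO1-1 enzyme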
# Target sequence (P78417 whole entry, looked up): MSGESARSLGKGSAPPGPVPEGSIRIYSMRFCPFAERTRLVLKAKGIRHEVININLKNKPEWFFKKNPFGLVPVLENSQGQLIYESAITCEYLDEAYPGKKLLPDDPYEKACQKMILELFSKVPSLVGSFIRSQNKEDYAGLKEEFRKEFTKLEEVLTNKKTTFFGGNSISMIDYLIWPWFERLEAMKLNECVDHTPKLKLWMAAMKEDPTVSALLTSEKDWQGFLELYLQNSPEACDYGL
# PREPL inhibitor: inhibitors of human prolyl oligopeptidase-like enzyme PREPL. recombinant PREPL, fluorescence polarization activity-based probe. hit rate 0.68% among 320,000. inhibition, % at 5.96 µM; in the data active = inhibition above about 43%;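 also: 0% = enzyme with DMSO and 100% = wells lacking enzyme; many of its hits are not listed in these tables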
# PAFAH1B3 FP inh: inhibitors of human PAFAH1B3; recombinant PAFAH1B3, FP-rhodamine probe, fluorescence polarization; inhibition, % at 3.39 µM; hit rate 0.28% among 340,000; AID 492972;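 active = inhibition above the screen-wide average of all tested compounds plus 3 SD, cut at about 25% in these data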;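 also: 0% = enzyme with DMSO only and 100% = wells lacking PAFAH1B3 protein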
# Target sequence (Q15102 whole entry, looked up): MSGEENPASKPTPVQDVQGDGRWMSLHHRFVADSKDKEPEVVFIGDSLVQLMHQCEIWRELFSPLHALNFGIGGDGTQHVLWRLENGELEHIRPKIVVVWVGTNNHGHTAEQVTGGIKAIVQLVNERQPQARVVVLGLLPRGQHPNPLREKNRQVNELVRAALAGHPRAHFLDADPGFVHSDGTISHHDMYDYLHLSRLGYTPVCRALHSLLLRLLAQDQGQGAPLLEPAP
# pPAFAH inh: pPAFAH (human) enzyme inhibition; Q13093; AID 463082; recombinant pPAFAH, FP-rhodamine probe fluorescence polarization; hit rate 1.5% among 330,000; inhibition, % at 3.39 µM;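 active = inhibition above the mean inhibition across the screen plus 3 SD, cut at about 25% in these data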;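 also: inhibitors block binding of the rhodamine activity-based probe so polarization drops; 0% = enzyme with DMSO and 100% = wells lacking pPAFAH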
# LYPLA1 counter: counter-screen for PME1 inhibitors: inhibitors of human LYPLA1; O75608; recombinant LYPLA1, FP-Rh probe fluorescence polarization; inhibition, % at 5.9 µM; hit rate 0.16% among 320,000;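 active = inhibition above the mean of all tested compounds plus 3 SD, set per campaign, cut at about 14% in these data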;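 also: inhibitors block serine hydrolase probe labeling of LYPLA1 so polarization falls; 0% = enzyme with DMSO and 100% = wells lacking LYPLA1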
# LYPLA2 counter: counter-screen for PME1 inhibitors: inhibitors of human LYPLA2; O95372; recombinant LYPLA2, FP-Rh probe fluorescence polarization; inhibition, % at 5.9 µM; hit rate 0.38% among 320,000;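 active = inhibition above the screen-wide mean plus 3 SD, limit set per campaign, cut at about 26% in these data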;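 also: 0% = LYPLA2 with DMSO and 100% = wells lacking LYPLA2 enzyme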
# PAFAH2 inh: PAFAH2 (human) inhibition | AID 492956 | recombinant PAFAH2, FP-rhodamine activity probe, fluorescence polarization | Q99487 | hit rate 0.99% among 340,000 | inhibition, % at 3.39 µM;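 active = inhibition above the mean over all tested compounds plus 3 SD, cut at about 30% in these data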;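 also: inhibitors block probe labeling of enzyme so polarization drops; 0% = enzyme with DMSO and 100% = wells lacking PAFAH2 protein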
# The depositor's hits bear a star; · = no result given. An excerpt, so the mix of outcomes need not match the whole.
item	canonical_smiles	PAD4 FP inh	PAFAH1B2 inh	GSTO1 counter	PREPL inhibitor	PAFAH1B3 FP inh	pPAFAH inh	LYPLA1 counter	LYPLA2 counter	PAFAH2 inh
1	COc1cc2c(C(=O)NCCCN3CCN(c4cccc(Cl)c4)CC3)cn(C)c(=O)c2cc1OC	-2	2	-6	10	5	0	0	21	5
2	CC(=O)Nc1cccc(NC(=O)c2ccc3c(c2)CCN3S(C)(=O)=O)c1	2	6	-1	7	-5	2	4	11	-1
3	COc1ccc(CNC(=O)CN(c2cccc(OC)c2)S(C)(=O)=O)cc1	1	0	12	5	11	-6	3	4	1
4	COc1ccc(C2CC(c3ccccc3)=NN2C(=O)COC(=O)CNC(=O)c2ccccc2)cc1 (stereo unspecified)	-1	-4	-33	2	-1	8	-3	2	1
5	CCSc1nnc(NC(=O)COc2ccccc2)s1	0	5	-3	0	7	2	-2	1	2
6	Cc1ccc(S(=O)(=O)NN2C(=O)/C(=C/c3ccccn3)SC2=S)cc1	-2	1	13	6	6	3	-1	-7	6
7	CNC(=O)c1cc(S(=O)(=O)NCc2ccncc2)ccc1OC	7	-1	-6	5	5	8	-6	-1	7
8	N#Cc1cc2c(nc1SCc1ccccc1)CCCCC2	1	3	9	8	-1	1	-1	10	8
9	Cc1cc(CNC(=O)COc2ccc(F)cc2F)c2ccccc2n1	-8	0	-1	3	-3	2	-6	0	9
10	O=C(NC1CCCN(CCc2ccccc2)C1)C1CCCC1 (stereo unspecified)	-4	2	1	-14	5	4	2	6	8
11	Cc1onc(-c2ccccc2)c1C(=O)NCc1ccco1	0	3	0	-13	-1	4	0	-2	6
12	O=C(Cn1nnc(-c2cc(C(F)(F)F)cc(C(F)(F)F)c2)n1)NNC(=S)Nc1ccc(Cl)cc1	-6	10	-9	5	11	27*	1	13	3

# An excerpt from above in order of their number in PREPL inhibitor, lowest first.
nr | mol | PAD4 FP inh | PAFAH1B2 inh | PREPL inhibitor | PAFAH1B3 FP inh | pPAFAH inh | PAFAH2 inh
7 | CNC(=O)c1cc(S(=O)(=O)NCc2ccncc2)ccc1OC | 7 | -1 | 5 | 5 | 8 | 7
6 | Cc1ccc(S(=O)(=O)NN2C(=O)/C(=C/c3ccccn3)SC2=S)cc1 | -2 | 1 | 6 | 6 | 3 | 6
8 | N#Cc1cc2c(nc1SCc1ccccc1)CCCCC2 | 1 | 3 | 8 | -1 | 1 | 8

# Next compounds
item	canonical_smiles	PAD4 FP inh	PAFAH1B2 inh	GSTO1 counter	PREPL inhibitor	PAFAH1B3 FP inh	pPAFAH inh	LYPLA1 counter	LYPLA2 counter	PAFAH2 inh
13	NNC(=O)CS(=O)(=O)CS(=O)(=O)CC(=O)NN	-1	4	4	-10	0	-2	-2	-4	-2
14	c1ccc2cc(CN3CCOCC3)ccc2c1	0	-1	-5	-2	-2	3	2	4	-7
15	O=C(COC(=O)COc1ccccc1F)NC1CC1	2	2	·	6	7	8	·	·	3
16	O=C1Nc2ccc(F)cc2C12OCCO2	-3	4	-1	15	-3	-2	-1	-1	3
17	O=C(Nn1c(SCc2cccc([N+](=O)[O-])c2)nc2ccccc2c1=O)c1ccccc1	2	1	-9	-3	-2	2	-14	-10	-5
18	COc1ccc(CNC(=O)C2CCN(S(=O)(=O)c3cc(OC)ccc3OC)CC2)cc1	-2	4	4	18	3	2	3	8	1
19	COCCCNC(=O)CC(NS(=O)(=O)c1ccc(Cl)cc1)c1ccc(OC)cc1 (stereo unspecified)	-3	15	-2	9	-7	-2	2	1	5
20	O=C(NCC1CCCO1)c1ccc2nc(N3CCCCC3)sc2c1 (stereo unspecified)	2	2	2	-3	7	0	0	5	1
21	CC(=O)Nc1ccc2c(c1)C(=O)N(c1cccc3ccccc13)C2=O	0	2	3	-5	8	5	-2	-4	1
22	COc1ccc(CCNC(=O)C(=O)Nc2ccc3c(c2)OCO3)cc1OC	0	-3	-3	-9	4	4	-1	2	-8
23	CN1C(=O)Cc2cc(S(=O)(=O)N3CCN(c4ccccc4F)CC3)ccc21	0	-1	-3	0	8	-2	1	-11	0
24	CN1C(=O)C(C)(C)c2cc(S(=O)(=O)N3CCCC(C(=O)NCc4ccc(F)cc4)C3)ccc21 (stereo unspecified)	3	1	5	2	9	2	-2	-2	11
25	O=C(CC(=O)c1ccccc1)Nc1ccc2c(c1)OCCO2	0	-2	-20	-5	-3	-21	-5	0	9
26	Cc1ccc(-n2cnnn2)c(S(=O)(=O)N2CCOCC2)c1	1	3	0	6	1	0	1	4	-1

# Full records as entered above. Order of screens: PAD4 FP inh	PAFAH1B2 inh	GSTO1 counter	PREPL inhibitor	PAFAH1B3 FP inh	pPAFAH inh	LYPLA1 counter	LYPLA2 counter	PAFAH2 inh
# c1ccc2cc(CN3CCOCC3)ccc2c1 reads 0	-1	-5	-2	-2	3	2	4	-7
# CN1C(=O)Cc2cc(S(=O)(=O)N3CCN(c4ccccc4F)CC3)ccc21 reads 0	-1	-3	0	8	-2	1	-11	0
# O=C1Nc2ccc(F)cc2C12OCCO2 reads -3	4	-1	15	-3	-2	-1	-1	3
# Cc1ccc(-n2cnnn2)c(S(=O)(=O)N2CCOCC2)c1 reads 1	3	0	6	1	0	1	4	-1

# 4 entries out of the list, sorted by number of heavy atoms, low to high:
item	canonical_smiles	PAD4 FP inh	PAFAH1B2 inh	GSTO1 counter	PREPL inhibitor	PAFAH1B3 FP inh	pPAFAH inh	LYPLA1 counter	LYPLA2 counter	PAFAH2 inh
13	NNC(=O)CS(=O)(=O)CS(=O)(=O)CC(=O)NN	-1	4	4	-10	0	-2	-2	-4	-2
20	O=C(NCC1CCCO1)c1ccc2nc(N3CCCCC3)sc2c1 (stereo unspecified)	2	2	2	-3	7	0	0	5	1
23	CN1C(=O)Cc2cc(S(=O)(=O)N3CCN(c4ccccc4F)CC3)ccc21	0	-1	-3	0	8	-2	1	-11	0
17	O=C(Nn1c(SCc2cccc([N+](=O)[O-])c2)nc2ccccc2c1=O)c1ccccc1	2	1	-9	-3	-2	2	-14	-10	-5

# Assay outcomes deposited in PubChem by The Scripps Research Institute Molecular Screening Center.
